# Assay outcomes from PubChem BioAssay.
# Jurkat NFkB inh – inhibitors of the PMA/ionomycin-induced NF-kB reporter in Jurkat cells; PMA/ionomycin-induced NF-kB luciferase reporter, luminescence; inhibition, % at 4 µM; hit rate 0.53% among 330,000; AID 435003; in the data active means inhibition above about 50%
# CCR6 antag – CCR6 (human) receptor antagonism; P51684; CHO-K1 CCR6 PathHunter beta-arrestin, luminescence, CCL20-stimulated; inhibition, % at 20 µM; hit rate 0.49% among 340,000; AID 493098;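 active means compounds whose inhibition of the agonist-driven luminescence signal at 20 µM reaches about 50%, limit read from the data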;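 further: cells stimulated with CCL20 at 14 nM final; plate controls were DMSO with CCL20 for no effect and DMSO without agonist for full effect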
# Target sequence (P51684 whole entry, looked up): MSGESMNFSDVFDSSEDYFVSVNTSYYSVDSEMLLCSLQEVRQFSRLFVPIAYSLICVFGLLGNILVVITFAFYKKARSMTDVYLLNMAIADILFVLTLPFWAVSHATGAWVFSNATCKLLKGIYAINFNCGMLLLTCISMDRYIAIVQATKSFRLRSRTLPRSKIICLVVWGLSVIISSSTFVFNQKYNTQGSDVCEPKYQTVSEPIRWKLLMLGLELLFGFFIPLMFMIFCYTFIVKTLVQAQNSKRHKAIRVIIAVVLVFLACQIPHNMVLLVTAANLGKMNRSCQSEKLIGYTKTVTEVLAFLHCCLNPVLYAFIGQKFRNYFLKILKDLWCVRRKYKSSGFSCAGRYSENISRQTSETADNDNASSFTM
# 697 NFkB inh – lowers PMA/ionomycin-induced NF-kB signal in 697 B cells; 697 B-cell NF-kB luciferase reporter, 16 h; inhibition, % at 4 µM; hit rate 0.33% among 330,000; in the data active means inhibition above about 35%
# UBC13 inh – human UBC13 polyubiquitination inhibition; hit rate 0.47% among 330,000; P61088; inhibition, % at 20 µM; UBC13 polyubiquitin chain formation, TR-FRET; in the data active means inhibition above about 45%, passing the limit was not always enough; inconclusive means no clear call, values can overlap the other calls
# Target sequence (P61088 whole entry, looked up): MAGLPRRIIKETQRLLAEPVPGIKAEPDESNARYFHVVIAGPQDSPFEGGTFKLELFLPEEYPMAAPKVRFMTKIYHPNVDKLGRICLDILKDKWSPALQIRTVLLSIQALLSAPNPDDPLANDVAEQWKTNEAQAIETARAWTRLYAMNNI
# CXCR6 block – CXCR6 (human) receptor inhibition | inhibition, % at 20 µM | O00574 | hit rate 0.36% among 360,000 | CHO-K1 PathHunter CXCR6 beta-arrestin, luminescence | AID 602244; in the data active means inhibition above about 34%, passing the limit was not always enough;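 further: antagonist mode with CXCL16 agonist at 10 nM final; 0% = 10 nM CXCL16 with DMSO and 100% = unstimulated wells without agonist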
# Gli-Sufu antag – blocks Gli-Sufu signaling in a luciferase reporter; Sufu-KO-LIGHT fibroblasts, Gli luciferase reporter luminescence; inhibition, % at 5 µM; hit rate 0.74% among 340,000; AID 588413;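 active means inhibition above about 55%, limit read from the data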;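 further: 0% = DMSO-treated cells and 100% = wells with medium but no cells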
# EBI2 block – blocks human EBI2 receptor beta-arrestin signaling | EBI2 beta-arrestin recruitment, luminescence, 7a,25-OHC stimulated | hit rate 0.81% among 360,000 | inhibition, % at 5 µM | AID 651636 | P32249; in the data active means inhibition above about 38%;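 further: enzyme fragment complementation signal reports receptor beta-arrestin coupling in cells; 0% = agonist plus DMSO wells and 100% = wells without agonist; some results beyond the cut were filed as inactive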
# Target sequence (P32249 whole entry, looked up, the tested form may be a part): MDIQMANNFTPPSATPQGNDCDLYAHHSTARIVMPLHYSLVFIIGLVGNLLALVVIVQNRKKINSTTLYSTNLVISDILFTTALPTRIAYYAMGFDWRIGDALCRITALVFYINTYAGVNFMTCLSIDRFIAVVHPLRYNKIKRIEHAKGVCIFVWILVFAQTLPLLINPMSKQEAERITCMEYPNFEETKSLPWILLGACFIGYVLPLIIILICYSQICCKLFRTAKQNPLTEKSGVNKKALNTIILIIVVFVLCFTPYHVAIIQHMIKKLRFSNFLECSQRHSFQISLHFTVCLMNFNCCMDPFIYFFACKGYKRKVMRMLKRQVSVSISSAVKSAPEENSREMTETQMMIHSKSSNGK
# APJ antagonist – APJ receptor antagonism | CHO-K1 APJ beta-arrestin complementation, luminescence | AID 2521 | hit rate 0.32% among 330,000 | inhibition, % at 20 µM;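 active means inhibition above about 40% at 20 µM, limit read from the data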;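 further: cells challenged with 10 nM apelin-13 agonist together with compound; plate controls were apelin-13 plus DMSO wells for no effect and DMSO wells lacking apelin-13 for full effect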
# * marks the source's active call; other numbers are inactive results; ? = inconclusive; . = not tested or not shown.
Structure	Jurkat NFkB inh	CCR6 antag	697 NFkB inh	UBC13 inh	CXCR6 block	Gli-Sufu antag	EBI2 block	APJ antagonist
COc1ccc(CCC(=O)Nc2cnc3ccccc3c2)cc1	-29	-1	-13	-6	-9	-3	16	-8
COC(=O)NNC(=S)NCc1ccccc1	-18	-5	-14	-21	-2	3	-7	-29
COc1ccccc1CCNS(=O)(=O)c1c(C)n(C)c(=O)n(C)c1=O	-3	8	9	-6	-2	-19	-8	11
O=C(Nc1ccc2c(c1)OCCO2)C1CCCC1	-15	3	6	-3	-5	35	1	8
COc1ccccc1-c1noc(-c2ccccc2C(=O)Nc2cccnc2)n1	6	-2	5	-4	10	-5	-4	18
CCCNC(=O)NC(=O)CSc1nnc(-c2ccncc2)n1CC	6	7	9	4	1	4	-6	10
O=C(N/C(=C/c1ccccc1Cl)C(=O)N1CCOCC1)c1ccccc1	6	7	2	-1	-12	7	1	9
Cc1ccc(NC(=S)Nc2cc(C(=O)O)ccc2N2CC3CC(C2)c2cccc(=O)n2C3)cc1C (stereo unspecified)	0	2	5	1	10	79*	5	-17
CCN(C1CCCCC1)S(=O)(=O)c1cc(C)ccc1OC	9	-1	6	-3	8	1	1	12
Cc1nc(NC(C)C)c2oc3ccccc3c2n1	24	-3	-12	5	-7	3	-16	3
Clc1nnc(Cl)c2c1ncn2Cc1ccccc1	0	0	10	2	-10	8	-2	-7
COc1ccc(CN(Cc2ccccn2)S(=O)(=O)c2ccc(-n3cnnn3)cc2)cc1	2	29	-41	-6	-6	3	17	-7
CC(C)NC(=O)CSc1nc(N)c(NC(=O)c2ccco2)c(=O)[nH]1	6	9	1	-8	7	-2	-4	21
COc1ccccc1CNC(=O)CC(NS(=O)(=O)c1ccc(C)cc1)c1ccco1 (stereo unspecified)	0	-4	-6	-3	2	6	-7	6
O=S(=O)(c1ccc(Br)cc1)N1CCCC1c1nc2ccccc2s1 (stereo unspecified)	-10	25	-22	11	-2	7	2	-3
O=S(=O)(c1ccc(Cl)cc1)n1cccn1	10	-2	13	4	-2	-3	3	1
COc1cc(-c2noc(C)c2-c2ccc3[nH]ccc3c2)cc(OC)c1OC	65*	-5	-8	6	4	38	6	-80
Cc1[nH]c2ccccc2c1/C=N/Nc1nc(Nc2ccc(F)cc2)nc(N2CCOCC2)n1	32	-25	48*	10	-7	2	-2	0
Cc1ccc(Cl)cc1NC(=O)[C@@H]1CCC(=O)N1C1OC(=O)c2ccccc21 (stereo partly specified)	-9	-4	-11	-3	-2	7	11	4
COc1cc2[nH]c(=S)nc(NCc3ccc(Cl)cc3)c2cc1OC	-9	9	21	15	-3	42	3	6
Cc1ccc(NC(=S)N2C3CCCC2CC(NC(=O)C2CC2)C3)cc1C (stereo unspecified)	7	9	-3	3	2	0	-8	8
O=[N+]([O-])c1c(NCCCO)cc(N2CCCCCC2)c2nonc12	-5	13	6	-43	6	6	0	25
CC(C)C(=O)Nc1ccc2oc(=O)ccc2c1	-2	8	13	-6	-1	-4	1	-12
CCOC(=O)N1CCC(N2Cc3cccc(C(=O)N4CCN(c5cccc(C)c5C)CC4)c3C2=O)CC1	1	9	-3	-6	4	-11	0	9
COc1ccccc1CNC(=O)C1CCN(S(=O)(=O)c2ccc3c(c2)CC(C)N3C(C)=O)CC1 (stereo unspecified)	9	3	9	-2	-1	-12	-14	-3
CCN(CC)S(=O)(=O)c1ccc(C(=O)NCc2ccc3[nH]c4c(c3c2)CCCC4)cc1	7	10	-53	-28	-2	3	9	-5
CCN(CC)CCC(c1ccc(N(C)C)cc1)c1c(OC)cc(OC)c2c(-c3ccccc3)cc(=O)oc12 (stereo unspecified)	6	4	-8	50*	4	11	-2	9
CCOC(=O)c1oc2ccccc2c1CN1CCN(C)CC1	8	-1	8	9	2	-6	-5	10
O=C(OCC1OC(n2ncc(=O)[nH]c2=O)C(OC(=O)c2ccccc2)C1OC(=O)c1ccccc1)c1ccccc1 (stereo unspecified)	-12	17	-9	-38	-3	-5	1	-1
CC(=O)C1=C(O)C(=O)N(Cc2ccccc2)C1c1ccc(N(C)C)cc1 (stereo unspecified)	-2	2	2	-9	1	12	-3	1
CCCCC(=O)Nc1ccc(Br)cn1	-28	6	-58	-7	-7	-9	-8	-2
COc1cc(C(O)P(=O)(OC2CCCCC2)c2ccc(N(C)C)cc2)cc(OC)c1OC (stereo unspecified)	0	5	-5	5	-6	1	-1	8
COC(=O)C1=C(C)NC(C)=C(C(=O)OCC2CCCO2)C1c1ccc(Cl)c([N+](=O)[O-])c1 (stereo unspecified)	-19	.	-1	-15	9	.	22	5
CC(=O)NCCn1c(SCc2cc(F)ccc2F)nc2ccccc2c1=O	-7	-7	-12	-11	0	-1	-2	-9
Cc1ccc(-c2cc(C(=O)N/N=C/C=C/c3ccco3)c3ccccc3n2)cc1C	4	3	-75	-24	8	5	25	21
CCOC(=O)c1cnc2c(C#N)c(C)nn2c1-c1ccccc1	-3	0	-16	2	6	-1	-2	1
CC1CN(C(=O)c2cc(S(=O)(=O)N(C)c3ccc(F)cc3)ccc2Cl)CC(C)O1 (stereo unspecified)	3	-4	-52	-10	5	13	-5	4
O=C(NNC(=O)c1nc(Cl)ccc1Cl)c1ccc(F)cc1	2	4	9	6	-8	0	-15	2
CC(=O)C[C@H]1c2cc(C(F)(F)F)ccc2S(=O)(=O)N1c1ccccc1	5	13	17	-6	0	-4	-5	-53
COc1ccc(C(C)=O)cc1CS(=O)(=O)CC(=O)O	3	-2	3	-5	-3	0	-9	-22
OC[C@@H](O)[C@@H](O)[C@H](O)[C@H](O)CO	1	-7	-42	-5	-1	10	-6	0
Cc1ccccc1N(CC(=O)NC1CCCCC1)C(=O)CCCC(=O)Nc1ccccn1	23	13	-4	6	11	19	10	5
O=C(CSc1n[nH]c(-c2ccncc2)n1)Nc1ccc(Cl)c(Cl)c1	6	6	3	-6	7	-3	5	4
COc1ccc2nc(NN=C(C)c3ccccn3)cc(C)c2c1	.	19	.	.	-13	79*	23	.
CC(C)n1c(SCC(=O)Nc2ccc(N3CCOCC3)cc2)nnc1-c1ccco1	-18	-3	8	-4	3	-18	-2	-7
COc1ccc(CCNC(=S)Nc2cccc(C)c2)cc1	-7	-9	27	-2	7	-3	3	8
O=C(CCCN1C(=O)CCC1=O)Nc1ccc2c(c1)OCO2	-11	-10	-7	-4	2	-1	-3	-3
CCc1ccc(NC(=O)CSc2nnc(Cn3c(=O)sc4ccccc43)n2C)cc1	1	-3	6	14	-6	6	3	2
O=C(COC(=O)c1ccc2c(c1)C(=O)N(CCc1ccccc1)C2=O)Nc1ccc(OC(F)F)cc1	-7	8	2	4	2	-4	-9	-8
CCc1ccc(NC(=O)c2ccccc2SC)cc1	-36	8	-13	4	7	-31	3	-2
N#Cc1c2c(c(NCCCN3CCOCC3)n3c1nc1ccccc13)CCC2	-7	13	7	-24	0	15	-5	6
CC(CC(=O)O)n1nnc2ccccc21 (stereo unspecified)	11	-4	10	19	0	3	-6	0
COc1ccccc1CN(C)C(=O)C(NC(=O)Cc1cccc2ccccc12)C(C)C (stereo unspecified)	-2	9	18	6	0	6	8	-11
Cc1ccc(-c2cc(C(F)F)n3ncc(C(=O)N4CCCCC4c4cccnc4)c3n2)cc1 (stereo unspecified)	4	13	1	?	1	8	5	-13
C[C@@H](C(=O)NCCc1c[nH]c2ccccc12)[C@H]1C[C@]1(C)[C@H](NC(=O)OCc1ccccc1)c1ccccc1	3	3	18	0	11	7	37	12
COc1ccc(CNCCSc2nnnn2C)c(OC)c1OC	5	2	2	-7	2	14	-1	16
CCc1ccc(N=C2NC(=O)/C(=C/c3ccc(OCC(=O)O)c(OC)c3)S2)cc1	-4	14	-13	-21	6	-4	-4	11
Cc1ccc(CNC(=O)C2CCC(=O)N(CCc3ccc(Cl)cc3)C2)cc1 (stereo unspecified)	-38	8	-49	-1	3	15	49*	5
Cc1ccc2nc(NC(=O)CSc3nc(=O)n(CCCN(C)C)c4c3CCC4)sc2c1	-6	15	-64	14	-5	20	10	2
NCCCC[C@@H]1NC(=O)[C@H](CCC(=O)O)NC(=O)c2cc([N+](=O)[O-])cc(I)c2OCC[C@@H](C(N)=O)NC1=O	8	-1	6	-10	1	-7	-7	2

# (cont.)
Structure	Jurkat NFkB inh	CCR6 antag	697 NFkB inh	UBC13 inh	CXCR6 block	Gli-Sufu antag	EBI2 block	APJ antagonist
O=C(COC(=O)c1cc([N+](=O)[O-])ccc1N1CCCC1)Nc1ccccc1OC(F)F	15	18	3	-8	7	6	10	20
CCOc1ccc(S(=O)(=O)N2CCCCC2)cc1NS(=O)(=O)c1cccs1	-2	1	7	-13	4	0	-5	15
COCCNC(=O)CCC1CCN(Cc2cccc(Oc3ccccc3)c2)CC1	-10	2	8	-2	5	1	6	7
CCN1CCN(C(=O)c2ccccc2N(Cc2ccccc2)S(C)(=O)=O)CC1	0	-17	12	7	-5	2	-7	-1
CCOC(=O)c1cc(=O)n(-c2ccc(Cl)cc2C)[nH]1	-6	-4	9	-1	6	-4	0	0
COc1ccc(C2=NN(CN3C(=O)C(=O)c4ccccc43)C(c3ccc(Br)cc3)C2)cc1 (stereo unspecified)	-31	11	-37	-2	1	-29	25	8
CCOC(=O)C(Cc1cc(C(C)=O)ccc1OC(C)C)C(=O)OCC	2	2	9	-1	2	1	12	3
O=C(NCCCN1CCOCC1)c1ccc(Cl)s1	-10	11	14	7	-6	-1	-4	12
Cc1cccc(OCC(=O)N/N=C/c2ccc(N(C)C)cc2)c1	11	11	-5	1	2	-14	0	-14
CS(=O)(=O)N1CCC(C(=O)NCc2ccccc2)CC1	6	3	4	-7	-3	-22	3	5
CCOC(=O)c1c(-c2ccccc2)oc2ccc(OCC(N)=O)cc12	-6	1	-3	30	2	0	8	7
CN(C1=C(N2CCOCC2)C(=O)c2ccccc2C1=O)c1ccccc1	-18	20	-11	-91	9	20	15	-14
CCOC(=O)N1CCN(c2cc(=O)n(-c3ccc(C)cc3)c(=O)[nH]2)CC1	21	-9	18	5	-4	-2	-3	4
CCCCCNC(=O)Cc1ccc(OC)cc1	-1	12	-2	0	5	-3	-9	-3
CCCCNC(=O)C(c1ccc(OCC(=O)OC)c(C(=O)OC)c1)N(CCc1c[nH]c2ccccc12)C(=O)CCCCCN1C(=O)NC(c2ccc(-c3ccccc3)cc2)C(C(=O)OCc2ccccc2)=C1C (stereo unspecified)	3	.	-8	-4	.	.	.	-4
CCOc1ccccc1/C=N/Nc1ccccc1[N+](=O)[O-]	-41	23	-25	-46	-9	-21	32	12
Cc1ccc(NC(=O)CCCc2nc3ccccc3c(=O)[nH]2)c(Cl)c1	3	12	23	3	3	-6	-6	16
O=C(NCC(c1cccs1)N1CCOCC1)c1ccccc1NS(=O)(=O)c1cccc([N+](=O)[O-])c1 (stereo unspecified)	0	5	28	-10	-7	14	-3	-3
O=C(COC(=O)/C=C/c1ccccc1)NC1CCCC1	-3	12	3	-4	-1	-13	14	4
COc1ccc(C(=O)NCC(=O)NCC(c2ccco2)N(C)C)cc1OC (stereo unspecified)	-20	6	-7	5	-5	20	-5	9
Cc1ccc(NC(C)c2cc(Cl)ccc2O)cc1 (stereo unspecified)	6	10	-4	-6	0	-16	12	6

# Random draw from the library. Share with any hit: about 3%.
